IkB sig inh: inhibitors of IkB signaling in ABC-DLBCL cells | ABC-DLBCL IkBa-CBG/CBR dual luciferase ratio, 4 h; response scale: scaled: untreated 0%, proteasome inhibitor 100% | Potency, µM (highest dose often 57.1 µM), for the others: at the top dose IkBa stabilization activation | 110,000 tested, 0.04% active | AID 445; active = well fitted curve in the direction sought with a large enough effect in the signal ratio, not every such curve was filed as active; inconclusive = small, poorly fitted or top-dose-only effect, or a change in a side signal; the % refers to the signal ratio;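 also: the direction sought is a rising ratio; 0% = basal untreated cells and 100% = reference inhibitor full response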
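Luminescence ratio of IκBα-fused green versus native red beetle luciferase in OCI-Ly3 cells, 4 h post-doxycycline with compound; red signal alone, scaled from basal (0%) to zero light (-100%), flagged nonspecific or cytotoxic effects.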
p53ts 39C tox: kills p53ts cells at the nonpermissive temperature. H1299-p53A138V viability at 39C, ATP luminescence, 24 h. Potency, µM (series often up to 46.1 µM), inactives show at the highest dose activity change, negative = cell killing, hits mostly cytotoxic. 130,000 tested, 1.5% active; also: nearly all actives have a fitted effect of over 55% in size
p53ts 32C kill: cytotoxicity in p53ts cells at permissive temperature; H1299-p53A138V at 32C, ATP luminescence viability, 24 h; Potency, µM (titrated, usually from 46.1 µM), for the others: at the top dose activity change, negative = cytotoxicity, most hits filed as cytotoxic; 130,000 tested, 0.93% active; AID 924;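 also: 0% = DMSO and -100% = full killing by reference compound; nearly all actives have a fitted effect of over 55% in size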
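H1299-p53 A138V cells (temperature-sensitive p53) exposed 24 h to up to 46 uM compound at 32C, where p53 is wild-type in conformation. Viability read as ATP luminescence and normalised to DMSO and 100 uM tamoxifen. AC50 fitted with the Hill equation.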
Peg3 imprint: genomic imprint erasure induction | 110,000 tested, 0.02% active | AID 1948 | Potency, µM (top dose mostly 60.7 µM), inactives show at the highest dose activity change, positive = activation, hits mostly activators | mouse ES Peg3-LacZ reporter, beta-gal luminescence, 40 h;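 also: 0% = negative control wells on the plate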
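Readout: BetaGlo luminescence (5 min, room temp) for LacZ from the normally silent maternal Peg3 allele in female Peg3LacZ-Neo ES cells. Cells 300/well, 40 h, 37C, 5% CO2. Data normalized per plate to negative controls.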
* marks the source's active call; other numbers are inactive results; u = inconclusive; x = no result given; [ ] = remark or other dose. Unless noted, calls follow the shape of the dose curve; as a rule, active = well fitted curve in the direction sought with a large enough effect; inconclusive = small, poorly fitted or top-dose-only effect, or another doubt; inactive = no such curve, though single readings can be large; an effect the other way counts as inactive or inconclusive. Unless noted, % is scaled to controls: 0 for no effect and ±100 for the full control effect; potency is read from the fitted curve at half-maximal effect. Rows are unselected. Share with any hit: about 1.7%.

SMILES | p53ts 39C tox | Peg3 imprint | IkB sig inh | p53ts 32C kill
CCCCc1ccc(NC(=O)CSc2nc(=O)[nH]c3c2CCCC3)cc1 | -16% | -16%[10.9 µM] | u | 8%
COc1ccccc1N1CCN(C[C@@H](C(=O)NC(C)(C)C)c2ccccc2)CC1 | -10% | 6% | 0.4% | 7%
CCOC(=O)c1cnc2c(C)cccc2c1NCc1ccco1 | 0% | -33%[inhibitor] | -1.1% | -1%
CCn1nnc(NC(=O)c2c(OC)cccc2OC)n1 | 3% | 6% | 0.3% | 1%
Clc1ccc(CN2CCCN(Cc3ccc(Cl)cc3)C2c2cc3ccccc3c3ccccc23)cc1 | 13%[9.22 µM] | -9%[10.9 µM] | -3.1%[11.4 µM] | 6%[9.22 µM]
Cc1ccc2nc(CN3CCN(C(=O)Nc4cccc(C)c4C)CC3)oc2c1 | -20% | -4%[10.9 µM] | u | -3%
CCOC(=O)C1C(=O)NC(C)C1c1ccccc1 (stereo unspecified) | 3% | -8% | -0.3% | 4%
O=C(CN1C(=O)c2ccccc2S1(=O)=O)NCc1ccccc1Cl | 5% | 0% | -1.8% | -18%
COc1ccc(-c2csc(-c3nc(-c4ccc(Br)s4)cs3)n2)cc1F | 12% | -5%[10.9 µM] | 3.2% | -10%
CCCn1c(CCC(=O)Nc2cccc(CC)c2)nc2cccnc21 | -14% | -9%[10.9 µM] | -1.3% | -4%
COCC(=O)N1CCC2(CC1)CN(C(=O)Nc1cccc(C#N)c1)C2 | 2% | x | 4.1%[11.4 µM] | -9%
CCCCCSc1nnc(-c2cc(Br)ccc2N)c(=O)[nH]1 | -1% | -16% | 2.9% | -10%
CC1CCN(c2oc(-c3ccccc3F)nc2C#N)CC1 | -10% | -15% | -5.7% | 4%
CCCCNC(=O)CN1C(=O)C(CC)Oc2ccc(Cl)cc21 (stereo unspecified) | -3% | -12% | 0.5% | -8%
COC(=O)c1c(NC(=O)c2ccc(Br)s2)sc2c1CCC2 | 13% | -10% | u | 0%
Cc1ccc2c(c1)N(C(=O)N1CCC(C(=O)Nc3cccc(F)c3)CC1)CCO2 | -3% | 17%[10.9 µM] | u | -5%
CC1CN(S(=O)(=O)c2ccc(NC(=O)c3cc(-c4ccccc4O)n[nH]3)cc2)CC(C)O1 (stereo unspecified) | -13% | -32%[inhibitor] | u | 2%
Cn1c(NC(=O)CC(C)(C)C)cc(=O)n(C)c1=O | -8% | -6% | -2.1% | -6%
O=C(COc1nnc2ccccn12)N1CCN(S(=O)(=O)c2ccccc2)CC1 | 4% | 1% | 0.1% | 0%
O=C(Nc1ccc(F)cc1F)c1cnn(-c2ccc(F)cc2)c1-n1cccc1 | -6% | 5%[10.9 µM] | 1.3% | 8%
OCCN[C@@H]1c2cc(Cl)ccc2-c2c(Cl)cc(Cl)cc21 | 2%[9.22 µM] | -12%[10.9 µM] | -0.7%[11.4 µM] | 0%[9.22 µM]
COc1cccc2cc(C(=O)Nc3ccc(CC(=O)O)cc3)c(=O)oc12 | 7.9µM* | -52%[inhibitor][10.9 µM] | u | 5µM*
O=C1CC[C@H](NC(=O)c2ccccc2)C(=O)N1 | -2%[9.22 µM] | -11%[10.9 µM] | -1.0%[11.4 µM] | 5%[9.22 µM]
O=c1c(CCc2ccccc2)nc2cnc(N3CCOCC3)nc2n1Cc1ccc(F)cc1 | -2% | x | 4.5%[11.4 µM] | -10%
O=C1NCCNC1(c1c[nH]c2ccccc12)C(F)(F)F (stereo unspecified) | -8% | 6% | 0.2% | -3%
CCCOC(=O)C1[C@H]2C(=O)N(CC3CCCO3)C[C@]23C=C[C@H]1O3 (stereo partly specified) | 10% | -7% | -1.3% | 6%
CN1C(C(=O)Nc2ccc(OC(F)(F)F)cc2)=CC(c2cccs2)=NS1(=O)=O | 7% | 10%[10.9 µM] | 1.3% | 2%
O=C(Nc1ncccc1O)c1cccc(S(=O)(=O)N2CCc3ccccc32)c1 | 3% | -12% | u | 2%
CCn1c(O)c(N=NC(=O)c2cccc(S(=O)(=O)N3CCCCC3)c2)c2ccccc21 | -15% | x | x | 10%
Cc1c(C(=O)NCc2cccc(Cl)c2)sc2nc[nH]c(=O)c12 | -22% | 19%[10.9 µM] | -1.8% | 0%
O=C(/C=C/c1ccc(O)cc1)c1ccccc1O | 60%[activator] | -94%[inhibitor] | x | -4%
CCN(CC)c1ccc(NC(=O)Cn2ncc3c(C)n(Cc4ccccc4F)c(C)c3c2=O)c(C)c1 | -6% | -15%[10.9 µM] | -0.5% | 11%
CC(Sc1sc(=S)sc1SC(C)C(=O)O)C(=O)O (stereo unspecified) | -15% | -3% | 0.3% | -18%
Cn1c(=O)c(-c2ccccc2)nc2cnc(Oc3ccccc3)nc21 | 1% | x | -0.6%[11.4 µM] | 1%
CCC1(C(=O)OC)NC(c2ccccc2OC)C2C(=O)N(C)C(=O)C21 (stereo unspecified) | 12% | 7% | 0.4% | -10%
COc1ccc(C2C(C(=O)c3sc(C)nc3C)=C(O)C(=O)N2CCN(C)C)cc1 (stereo unspecified) | 2% | 19% | 0.4% | 0%
Cn1c(=O)[nH]c(=O)c2c1nc1n(CCO)c(-c3ccccc3)cn21 | 13% | -11%[10.9 µM] | -3.9% | 2%
CCCn1c(C)nc2c(NCCN3CCOCC3)nc(C)nc21 | 2% | -6% | x | -4%
CCOc1ccc(NC(=O)CSc2nnc(-c3ccncc3)n2CC2CCCO2)cc1 (stereo unspecified) | -5% | -6% | 0.7% | -5%
O=C(Nc1ccc(S(=O)(=O)NCCc2ccccc2)cc1)c1ccc(Br)o1 | 6% | 10% | 0.4% | 6%
COc1ccc(-c2cnn3c(C)cc(C)nc23)cc1OC | -9% | 4%[10.9 µM] | -2.3% | 4%
Clc1ccc(OCc2nn3c(C4CCCCC4)nnc3s2)cc1 | -4% | -8% | u | 27%
COc1ccc(S(=O)(=O)N(CCc2ccccc2)CC(=O)NCCCO)cc1 | 0% | x | 0.6% | 2%
CCOc1ccc(-c2nc(C#N)c(NCc3ccc4c(c3)OCO4)o2)cc1 | 7% | -11% | 0.6% | -19%
COc1ccc(-c2noc(CSc3nnc(-c4ccccc4)n3-c3ccc(F)cc3)n2)c(OC)c1 | -13% | 2%[10.9 µM] | u | 25%
O=c1ccc2cc3c([nH]c4ccc(Br)cc43)oc-2c1O | 8% | 1% | 4.3% | 4%
Cc1ccc(S(=O)(=O)N2CCC(C(=O)N3CCC[C@H]3C(=O)NCc3ccco3)CC2)cc1 | 0% | -12% | -0.3% | 8%
O=C(CSc1nccc(=O)[nH]1)Nc1ccc(Br)c(Cl)c1 | 46%[activator] | -3% | 1.9% | 26%
CCCC(=O)Nc1nnc(Sc2ccc(N(C)C)cc2)s1 | -10% | -8% | 2.7% | -2%
Cc1cccc(NC(=O)Cn2c(=O)n(CCCCCC(=O)NCc3ccccc3)c(=O)c3sccc32)c1 | -3% | -4%[10.9 µM] | u | -7%
O=C(Nc1ccc2c(c1)OCO2)N1CCN(C/C=C/c2ccccc2)CC1 | -7% | u | 0.5% | -6%
CC(=O)C1=C(Nc2ccc(C)cc2)CC(C)(O)C(C(C)=O)C1c1ccco1 (stereo unspecified) | 11% | -8% | 2.3% | 10%
COc1ccc(CNC(=O)Cc2c(C)c3cc4c(C)coc4c(C)c3oc2=O)cc1OC | -6% | -7%[10.9 µM] | u | 12%
O=C(CSc1nc2ccccc2nc1SCC(=O)N1CCOCC1)N1CCOCC1 | 19% | 0% | 0.4% | 6%
CCCCSc1nnc(CNC(=O)C23CC4CC(CC(C4)C2)C3)n1Cc1ccccc1 | -24% | x | x | -4%
O=C(C1CC1)N1CCN=C1SCc1ccccc1Cl | -8% | 1% | -1.0% | 2%
COc1cccc2sc(Nc3nc(-c4cc5ccccc5oc4=O)cs3)nc12 | 17% | x | x | -11%
Cc1noc2ncnc(N3CCCC(C(=O)Nc4cccc(C(F)(F)F)c4)C3)c12 (stereo unspecified) | 0% | -6%[10.9 µM] | u | -16%
CCCCOn1c(C)c(C(=O)OCC)c2c3no[n+]([O-])c3ccc21 | -9% | 9% | -0.5% | 0%
CS(=O)(=O)N(CC(=O)NCc1ccco1)c1ccc(Cl)c(C(F)(F)F)c1 | 3% | -17% | -1.2% | -5%

(continued)
SMILES | p53ts 39C tox | Peg3 imprint | IkB sig inh | p53ts 32C kill
COc1ccc(-c2nn(-c3ccccc3)cc2C(=O)Nc2nccs2)cc1OC | 6% | x | x | 16%
COc1ccc(S(=O)(=O)c2c(SC)nn(CC(=O)Nc3ccc(C)c(Cl)c3)c2N)cc1 | -1% | -6%[10.9 µM] | u | 25%
CCn1c(SCC(=O)N2CCCC2)nc2c(c1=O)SC(C)C2 (stereo unspecified) | 16% | -10% | 1.4% | 13%
Cc1cccc(NC(=O)CCS(=O)(=O)c2ccc3c(c2)n(C)c(=O)c(=O)n3C)c1C | -22% | u | 1.2% | -2%
COc1nc(Cl)nc(Cl)c1Cl (tested in a mixture with another compound) | 7%[9.22 µM] | 2%[10.9 µM] | 0.3%[11.4 µM] | 1%[9.22 µM]
COc1ccc(NC(=O)C(=O)Nc2ccc3nc4n(c(=O)c3c2)CCCCC4)c(OC)c1 | -19% | -13%[10.9 µM] | 0.5% | 4%
Cc1cc(C)c(-c2cc([C@H](C)O/N=C3/[C@H]4OC4[C@@H](O)[C@H]4[C@H]3CCn3c(=O)n(-c5ccccc5)c(=O)n34)on2)c(C)c1 (stereo partly specified) | u | x | x | u
COc1ccccc1NC(=O)C1=C(C)Nc2c(C(=O)Nc3cccc(C)c3)cnn2C1c1ccccc1C (stereo unspecified) | -4% | -8%[10.9 µM] | u | 7%
CCOC(=O)N1CCN(CC(=O)c2ccc3c(c2)CCN3)CC1 | 8% | -5% | 0.7% | -1%
COc1cc(C(=O)N2CCc3c([nH]c4ccccc34)C2c2ccc(F)cc2)cc(OC)c1OC (stereo unspecified) | -8% | 7%[10.9 µM] | u | 28%
Cc1nc2cccnc2n1-c1cccc(C(=O)N2CCN(c3cccc(Cl)c3)CC2)c1 | -15% | u | u | -3%
COc1cc(C2C(C(=O)Nc3ccc(F)cc3)=C(C)Nc3nc(CCCO)nn32)cc(OC)c1OC (stereo unspecified) | -1% | 0% | 4.4% | 6%
COc1ccc(-c2nnc3ccc(SCC(=O)NCC4CCCO4)nn23)cc1 (stereo unspecified) | -4% | -4% | -1.1% | 3%
COc1cc(OC)cc(C(=O)Nc2cc(-c3nc4cc(Cl)ccc4o3)ccc2Cl)c1 | -1% | -5%[10.9 µM] | u | -1%
O=C(Nc1nc2c(ccc3ccccc32)s1)c1ccco1 | -6% | -24% | u | 0%

Screening results from PubChem.
